# Screening data deposited in PubChem by several laboratories.
# Mdm2 ligase inh = MDM2-luciferase reporter signal enhancers, primary screen, MDM2 E3 ligase inhibitor project, cell-based, luminescence, 1536-well; E3 ubiquitin-protein ligase Mdm2 (Homo sapiens), Q00987; cell-based MDM2 ubiquitination luciferase reporter, 2 h; 0 = plate control, 100 = twice control, blank-subtracted; signal enhancement, % at 5 µM; 210,000 compounds, 0.11% hits;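 active means signal enhancement of 30% or more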;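 further: luminescence tracks abundance of the self-degrading MDM2-luciferase fusion protein; higher signal means inhibition of MDM2 E3 ligase activity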
# Target sequence (Q00987 whole entry, looked up, the tested form may be a part): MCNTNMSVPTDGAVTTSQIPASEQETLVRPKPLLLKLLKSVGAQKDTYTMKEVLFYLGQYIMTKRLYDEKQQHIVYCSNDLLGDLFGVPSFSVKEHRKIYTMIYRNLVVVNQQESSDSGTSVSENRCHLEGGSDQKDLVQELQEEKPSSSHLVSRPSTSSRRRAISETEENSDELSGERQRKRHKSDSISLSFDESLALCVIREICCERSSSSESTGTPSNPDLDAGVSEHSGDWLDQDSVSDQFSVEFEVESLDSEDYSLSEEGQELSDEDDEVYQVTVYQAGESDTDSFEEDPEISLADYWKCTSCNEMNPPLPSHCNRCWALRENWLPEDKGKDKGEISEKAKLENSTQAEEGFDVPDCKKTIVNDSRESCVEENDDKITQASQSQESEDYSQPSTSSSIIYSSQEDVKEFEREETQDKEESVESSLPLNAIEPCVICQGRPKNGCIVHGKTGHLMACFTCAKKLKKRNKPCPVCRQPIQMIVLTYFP
#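 Assay system: stable mammalian line carrying autodegrading MDM2–luciferase fusion reporter; Input: 2000 cells in each well; Compound dosing: single-point 5 µM; Schedule: 2 h compound exposure at 37 °C; Signal: SteadyLite luciferase luminescence after 15 min room-temperature reagent incubation; Evaluation: % luminescence enhancement versus blank-corrected plate control mean; Benchmarks: plate controls and plate blanks.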
# 14-3-3 Bad inh = inhibitors of 14-3-3 zeta/Bad binding, primary screen, biochemical, TR-FRET, bovine 14-3-3 zeta; 14-3-3 protein zeta/delta (Bos taurus), P63103; TR-FRET 14-3-3zeta/Dy647-pBad peptide displacement, 1 h; inhibition, % at 21.7 µM; 220,000 compounds, 0.71% hits;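 active means inhibition above about 70%, limit read from the data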;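 further: 0% = full 14-3-3 plus peptide FRET controls and 100% = background without 14-3-3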
# Runt-SMMHC FRET = inhibitors of RUNX1 Runt–CBFb-SMMHC binding, primary screen, biochemical, FRET, Cerulean-Runt, Venus-CBFb-SMMHC, uHTS; Cerulean-Runt/Venus-CBFb-SMMHC FRET ratio 530/480, 1 h; Runt-related transcription factor 1 (Homo sapiens) + Core-binding factor subunit beta …; 220,000 compounds, 0.74% hits; inhibition, % at 20 µM;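 active means mean inhibition across duplicate retests at 20 µM reaching about 50%, limit read from the data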;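 further: 0% = DMSO wells and 100% = wells with excess untagged CBFb-SMMHC; inhibitors lower the FRET ratio by blocking Runt binding to CBFb-SMMHC; some results filed as inactive read as strong as hits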
# Runt-CBFb FRET = inhibitors of RUNX1 Runt–CBFb binding, primary screen, biochemical, FRET, Cerulean-Runt, Venus-CBFb, uHTS; Runt-related transcription factor 1 (Homo sapiens) + Core-binding factor subunit beta …; Cerulean-Runt/Venus-CBFb FRET ratio 530/480, 1 h; inhibition, % at 20 µM; 220,000 compounds, 0.46% hits; AID 1496, 2009;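 active means inhibition over about 50% at 20 µM in the single-dose screen, limit read from the data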;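 further: 0% = DMSO wells and 100% = excess unlabeled CBFb competitor control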
#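 Schedule: protein complex preformed 1 h, compound exposure 1 h, room temperature, dark; test system: Cerulean-labeled Runt domain protein; amount: 100 nM per protein; buffer or medium: Tris 50 mM pH 7.5, KCl, K2SO4, 0.01% BSA; read-out: loss of energy transfer signal; detection: FRET fluorescence; controls: 5 µM unlabeled CBFb as full-inhibition high control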
# Hck-Nef inh = inhibitors of Nef-activated human Hck kinase, primary screen, biochemical, Z-Lyte FRET, 384-well, Hck-YEEI | Tyrosine-protein kinase HCK (Homo sapiens), P08631 | Recombinant Hck-YEEI plus Nef, Z-Lyte FRET kinase assay | inhibition, % at 20 µM | 220,000 compounds, 0.68% hits;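 active means Hck-Nef kinase inhibition above about 50%, limit read from the data; inactive means inhibition below that limit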;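 further: 0% = DMSO with Hck plus Nef and 100% = Hck alone without Nef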
# Target sequence (P08631 whole entry, looked up): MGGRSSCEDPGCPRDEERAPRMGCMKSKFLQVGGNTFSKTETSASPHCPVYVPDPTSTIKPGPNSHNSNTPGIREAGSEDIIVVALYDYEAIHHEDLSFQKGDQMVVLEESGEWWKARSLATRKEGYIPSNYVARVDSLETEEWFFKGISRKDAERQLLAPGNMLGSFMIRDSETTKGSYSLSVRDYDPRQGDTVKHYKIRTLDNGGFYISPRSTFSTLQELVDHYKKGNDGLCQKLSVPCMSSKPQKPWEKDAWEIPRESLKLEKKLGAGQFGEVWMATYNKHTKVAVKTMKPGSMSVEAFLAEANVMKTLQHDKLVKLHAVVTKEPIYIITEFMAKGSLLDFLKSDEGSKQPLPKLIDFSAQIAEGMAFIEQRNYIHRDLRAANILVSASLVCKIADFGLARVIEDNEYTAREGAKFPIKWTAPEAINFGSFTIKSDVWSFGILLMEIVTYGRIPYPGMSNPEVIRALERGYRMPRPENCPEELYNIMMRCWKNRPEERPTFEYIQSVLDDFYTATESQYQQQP
# zVAD death inh = inhibitors of zVAD-triggered necroptosis, primary screen, L929 cells; viability rescue, % at 10 µM; 220,000 compounds, 0.38% hits; L929 zVAD necroptosis rescue, ATP luminescence, 24 h; with zVAD 60 µM;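 active means activation, scaled between plate controls, above about 75%, limit read from the data; inactive means activation under that limit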;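 further: 0% = zVAD with DMSO and 100% = DMSO alone without zVAD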
# EBV gp42 block = Epstein-Barr virus gp42 inhibitors, primary screen, biochemical, uHTS, fluorescence polarization | inhibition, % (tested at 21.74 µM) | 220,000 compounds, 0.42% hits | Fluorescence polarization binding assay, mP read-out | AID 1085, 2008 | Glycoprotein 42 (Epstein-Barr virus (strain AG876)), Q1HVG2; in the data active means inhibition above about 50%
# TbHK1 inh = Trypanosoma brucei hexokinase 1 inhibitors, primary screen, biochemical, G6PDH-coupled NADH absorbance, MLSCN library; recombinant TbHK1, G6PDH-coupled NADH A340; inhibition, % at 10 µM; 220,000 compounds, 0.11% hits;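 active means inhibition of 50% or more in the single-dose primary screen; inactive means inhibition below 50%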
# NCF1 inh = p47phox/p22phox peptide binding inhibitors, primary screen, biochemical, uHTS, NADPH oxidase regulatory subunit; inhibition, % at 24.7 µM; Neutrophil cytosol factor 1 (Homo sapiens), P14598; 220,000 compounds, 0.53% hits; fluorescence polarization, 2 h;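 active means inhibition above about 30%, limit read from the data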;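 further: 0% = p47phox with labelled peptide and 100% = labelled peptide alone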
# Active calls of the source: *; nt = not tested or not shown; [ ] = another dose, or the depositor's remark.
SMILES,Mdm2 ligase inh,14-3-3 Bad inh,Runt-SMMHC FRET,Runt-CBFb FRET,Hck-Nef inh,zVAD death inh,EBV gp42 block,TbHK1 inh,NCF1 inh
O=C(C1CCCCC1)N1CCN(c2ncccn2)CC1,6,-13,2,2,2,-0.1,-15,-1,-18
O=C(CN1CCN(c2ccc(F)cc2)CC1)Nc1ccccc1[N+](=O)[O-],-9,-6,-3,-1,18,0.6,3,-4,2
O=C(COc1ccc(Cl)cc1)NCc1nnc(SCC(=O)Nc2ccccc2)o1,-13,-8[fluorescence artefact?],0,4,7,-1.1,3,-5,-9
CN(C)S(=O)(=O)c1ccc(Cl)c(NC(=O)COC(=O)c2ccc3c(c2)NC(=O)CS3)c1,-12,-8,-1,3,1,0.5,-1,6,-29
COC(=O)c1nc(NC(=O)C(C)(C)C)n[nH]1,-3,14[fluorescence artefact?],-3,1,-2,0.9,-10,1,3
COc1ccc(Cl)cc1NC(=O)C(C)NC(c1ccccc1)c1ccccc1 (configuration not stated),-11,7[fluorescence artefact?],-1,1,3,-0.1,4,-4,-1
COc1cccc2cc(C(=O)Nc3ccc(S(=O)(=O)NCC4CCCO4)cc3)c(=O)oc12 (configuration not stated),8,3,4,-1,40,-0.2,-6,-28,7
Cc1ccc(-c2nnc(Nc3ccc(CC(N)=O)cc3)c3ccccc23)cc1S(=O)(=O)NCC1CCCO1 (configuration not stated),-5,-1,-3,0,12,2.1,-1,-56,-11
CSCCNC(C)=O,-21,-2,-15,0,-2,0.8,-30,-4,-1
CCOc1ccccc1/C=C(/NC(=O)c1ccccc1)C(=O)NCC(=O)O,-16,0,12,5,0,0.1,-6,-16,1

# The last seven compounds of the section before open the next one:
SMILES,Mdm2 ligase inh,14-3-3 Bad inh,Runt-SMMHC FRET,Runt-CBFb FRET,Hck-Nef inh,zVAD death inh,EBV gp42 block,TbHK1 inh,NCF1 inh
CN(C)S(=O)(=O)c1ccc(Cl)c(NC(=O)COC(=O)c2ccc3c(c2)NC(=O)CS3)c1,-12,-8,-1,3,1,0.5,-1,6,-29
COC(=O)c1nc(NC(=O)C(C)(C)C)n[nH]1,-3,14[fluorescence artefact?],-3,1,-2,0.9,-10,1,3
COc1ccc(Cl)cc1NC(=O)C(C)NC(c1ccccc1)c1ccccc1 (configuration not stated),-11,7[fluorescence artefact?],-1,1,3,-0.1,4,-4,-1
COc1cccc2cc(C(=O)Nc3ccc(S(=O)(=O)NCC4CCCO4)cc3)c(=O)oc12 (configuration not stated),8,3,4,-1,40,-0.2,-6,-28,7
Cc1ccc(-c2nnc(Nc3ccc(CC(N)=O)cc3)c3ccccc23)cc1S(=O)(=O)NCC1CCCO1 (configuration not stated),-5,-1,-3,0,12,2.1,-1,-56,-11
CSCCNC(C)=O,-21,-2,-15,0,-2,0.8,-30,-4,-1
CCOc1ccccc1/C=C(/NC(=O)c1ccccc1)C(=O)NCC(=O)O,-16,0,12,5,0,0.1,-6,-16,1
CC12CCC(C(=O)N/N=C/c3ccc(O)cc3O)(OC1=O)C2(C)C (configuration not stated),-8,-21,4,10,20,2.1,-7,-43,-5
CN=c1sc2ccccc2n1CC(O)COc1ccccc1 (configuration not stated),-16,-5,0,0,1,0.0,-10,1,1
CSCCC1NC(=O)NC1=O (configuration not stated),-17,11,-3,-1,nt,nt,-3,nt,-7
CCc1ccc(-c2csc(NC(=O)C3CC(=O)N(c4ccc5c(c4)OCCO5)C3)n2)cc1 (configuration not stated),-1,-3[fluorescence artefact?],-2,-2,7,0.7,-37,2,-62
Cc1oc(-c2ccccc2F)nc1CS(=O)(=O)CC(=O)N1CCN(c2ccccc2)CC1,-4,2,-1,0,0,0.5,0,-7,-11
Cc1ccc(-c2noc(-c3ccccc3Br)n2)cc1,-16,-11,-2,-1,2,0.3,-13,6,-3
C#CCNC(=O)C1=C[C@H](c2coc3ccccc3c2=O)C[C@H](OCCCCO)O1,nt,5,-2,1,1,0.3,-6,-12,-1
Cc1ccc(/C=C/C(=O)O)cc1S(=O)(=O)Nc1ccccc1C(=O)O,5,5,-1,5,8,1.9,16,-3,-1
N#Cc1nc(-c2ccc(OCc3ccc(Cl)cc3)cc2)oc1NCc1cccnc1,-20,20[fluorescence artefact?],-12,-2,13,0.4,16,-21,-18
Cc1nc(-c2ccccn2)nc(SCC(=O)c2ccccc2)c1Cl,-5,-5,2,2,18,0.5,-10,-9,2
Cc1ccccc1OCC(=O)NC(Cc1c[nH]c2ccccc12)C(=O)O (configuration not stated),3,-19,1,1,16,0.1,3,-1,4
Cc1cc(C)c(S(=O)(=O)n2c([N+](=O)[O-])cnc2C)c(C)c1,3,21,-1,0,5,-0.3,13,-9,3
Cc1c(C=O)c2ccccn2c1C(=O)c1cccc([N+](=O)[O-])c1,-4,-2,2,-2,22,1.4,-1,-23,0
O=C(O)c1nc(-c2ccccc2)n(-c2cccc(C(F)(F)F)c2)n1,-20,-7,-4,1,27,0.0,-9,-3,-10
O=C(Nc1nnc(-c2ccc(F)cc2)s1)C1CCN(S(=O)(=O)c2ccc(Cl)cc2)CC1,-9,0,1,1,3,-0.3,-15,-6,3
CCN(CC)C(=S)Oc1c(Cl)cccc1Cl,-12,-4,3,3,12,0.0,-12,-2,-12
CCCC(=O)Nc1nnc(CC(=O)OCC)s1,4,-2,0,2,1,0.8,-14,4,-15
C#CCOCCOCCOCCNc1nc(N2CCN(C(=O)[C@H](CCCCN)n3cc([C@@H](N)C(C)CC)nn3)CC2)nc(N2CCN(C(=O)[C@H](CCCCN)n3cc([C@@H](N)CO)nn3)CC2)n1 (some centres not stated),nt,65,-9,-1,-3,0.1,-15,3,nt
O=C(CNC(=O)c1ccccc1Br)N/N=C/c1ccc(O)cc1,0,-9,-1,-1,-2,2.6,-3,-12,-3
C=CCn1c(COc2cccc(C)c2)nnc1SCn1nnc2ccccc2c1=O,4,6,1,-4,1,0.3,-9,-1,-6

# Entries of single compounds, looked up by structure.
# Record of C#CCOCCOCCOCCNc1nc(N2CCN(C(=O)[C@H](CCCCN)n3cc([C@@H](N)C(C)CC)nn3)CC2)nc(N2CCN(C(=O)[C@H](CCCCN)n3cc([C@@H](N)CO)nn3)CC2)n1 (some centres not stated) = Mdm2 ligase inh: nt; 14-3-3 Bad inh: 65; Runt-SMMHC FRET: -9; Runt-CBFb FRET: -1; Hck-Nef inh: -3; zVAD death inh: 0.1; EBV gp42 block: -15; TbHK1 inh: 3; NCF1 inh: nt
# Record of CCCC(=O)Nc1nnc(CC(=O)OCC)s1 = Mdm2 ligase inh: 4; 14-3-3 Bad inh: -2; Runt-SMMHC FRET: 0; Runt-CBFb FRET: 2; Hck-Nef inh: 1; zVAD death inh: 0.8; EBV gp42 block: -14; TbHK1 inh: 4; NCF1 inh: -15

# (listing goes on)
SMILES,Mdm2 ligase inh,14-3-3 Bad inh,Runt-SMMHC FRET,Runt-CBFb FRET,Hck-Nef inh,zVAD death inh,EBV gp42 block,TbHK1 inh,NCF1 inh
CC(O)CNCCCOc1cccc(Oc2ccccc2)c1 (configuration not stated),3,21,-1,0,17,-0.1,-17,8,2
O=C(NCc1nc2ccccc2[nH]1)c1ccc(S(=O)(=O)N2CCOCC2)cc1,-3,-1,-3,-2,-2,0.8,-29,-6,-2
Cc1cc(C)n(C(=O)COc2c(C)cccc2C)n1,-14,11,-5,-1,1,0.2,-13,-4,-12
Cc1ccccc1Cn1cc(NC(=O)CSc2nc3c(c(C(F)(F)F)n2)CCc2ccccc2-3)cn1,13,0,-2,-1,0,0.2,-13,-7,-13
CC(C)c1nnc(SCC(=O)N2CCN(C(=O)c3ccco3)CC2)n1N,-3,-6,-5,0,23,2.0,3,-3,-3
O=C(OCC(=O)N1CCN(C(=O)c2ccco2)CC1)c1ccccc1,-2,-5,2,-1,-5,1.6,5,2,5
Cc1ccc2cc(C#N)c(NCCNC(=S)NCCCN3CCOCC3)nc2c1,-9,-10,nt,nt,35,0.9,3,0,-6
O=C(CCNc1cccc(Cl)c1)c1cccs1,-6,2,-2,0,1,-0.1,-4,2,-11
CCCCCOC(=O)C1=C(C)Nc2nnnn2C1c1ccccc1Cl (configuration not stated),-23,-7[fluorescence artefact?],1,-3,2,-0.6,23,-1,4
Cc1ccc(NC(=O)CSC2=C(C#N)C(c3ccco3)C3=C(CCCC3=O)N2)cc1 (configuration not stated),-23,-15,0,3,-2,0.1,2,1,-9
Nc1c(-c2ccc(Cl)cc2)cnn1-c1cccc(C(F)(F)F)c1,-17,-8,0,3,-1,0.7,-2,-2,0
O=C(O)c1ccc(CNc2ccccc2C(=O)O)cc1,-16,-17[fluorescence artefact?],27,4,-1,0.9,-15,-7,-16
CN(Cc1nc(-c2ccncc2)no1)S(=O)(=O)c1ccc(Cl)cc1,5,1,3,0,0,0.2,-2,5,-6
C/C(=N/NC(=O)CN1CCN(Cc2ccccc2Cl)CC1)c1ccco1,0,2,-1,-2,14,-0.4,-5,-4,-11
CNCCCOc1cccc(OC(C)C)c1,-25,11,0,0,2,-1.0,-21,-1,-15
NS(=O)(=O)c1ccc(NC(=O)COC(=O)/C=C/c2ccc([N+](=O)[O-])cc2)cc1,4,11,0,0,1,2.2,3,-4,-7
CC(C)C(=O)c1cc2c(cc1NC(=O)c1ccccc1)OCCO2,-10,-2,-3,-5,-1,0.1,0,-3,-5
CC(=O)Nc1ccc(NC(=O)c2sc3nc4c(c(-c5ccc(C)cc5)c3c2N)CCC4)cc1,-34,-28[fluorescence artefact?],-2,2,3,0.4,-13,-24,-14
CNC(=S)NNC(=O)Cn1ccc(C)n1,-16,-8,0,3,-19,-0.2,-2,-8,-10
COC(=O)c1c(C(=O)OC)c(-c2ccc(C)cc2)n2c1CS(=O)(=O)C2,4,8,2,3,-1,0.0,-3,-5,4
Cc1ccc2c(c1)N(CC(=O)NCc1cccs1)C(=O)CO2,-10,-4,1,-3,-4,0.3,-23,-2,-2
O=C(NCCCN1CCCC1=O)C1CCN(S(=O)(=O)N2CCOCC2)CC1,-13,-14,-2,1,11,-0.8,-11,-3,-5
CCOC(=O)CCc1c(C)c(C#N)c2nc3ccccc3n2c1-n1cnc2ccccc21,-22,3,-42,-18,-2,-1.2,-33,-6,-1
